Source: PubChem BioAssay (National Center for Advancing Translational Sciences (NCATS))
GRP78 ERSR act: inducers of ER stress response in human glioma cells | U87-MG GRP78 promoter luciferase reporter, 16 h | Potency, µM, for the others: top-dose activation, actives largely listed as activators | actives 0.02% (n = 420,000); note: series mostly up to about 76 µM; % of control where 0% means no effect; nearly all actives have a fitted effect of over 35% in size
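Stably transfected U87-MG human glioma cells carrying a GRP78-based luminescent sensor were seeded at 1000 cells/well, pin-dosed with compounds and incubated 16 h. Luciferase reagent was then added, and end-point luminescence was read after 10 min at room temperature.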
Vif-A3G inh: blocks the Vif interaction with human APOBEC3G | actives 0.076% (n = 410,000) | HeLa A3G-eYFP + Vif (tagged APOBEC3G with the HIV-1 protein that degrades it), YFP fluorescence, overnight | Q9HC16 | Potency, µM (doses to about 46.1 µM), for inactives: top-dose activity, negative = active, most hits filed as inhibitors;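 note: % is set by controls: 0 for no effect and ±100 for the full control effect; nearly all actives have a fitted effect of over 60% in size; hits raise eYFP signal because A3G escapes Vif-driven loss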
Target sequence (Q9HC16 whole entry, looked up): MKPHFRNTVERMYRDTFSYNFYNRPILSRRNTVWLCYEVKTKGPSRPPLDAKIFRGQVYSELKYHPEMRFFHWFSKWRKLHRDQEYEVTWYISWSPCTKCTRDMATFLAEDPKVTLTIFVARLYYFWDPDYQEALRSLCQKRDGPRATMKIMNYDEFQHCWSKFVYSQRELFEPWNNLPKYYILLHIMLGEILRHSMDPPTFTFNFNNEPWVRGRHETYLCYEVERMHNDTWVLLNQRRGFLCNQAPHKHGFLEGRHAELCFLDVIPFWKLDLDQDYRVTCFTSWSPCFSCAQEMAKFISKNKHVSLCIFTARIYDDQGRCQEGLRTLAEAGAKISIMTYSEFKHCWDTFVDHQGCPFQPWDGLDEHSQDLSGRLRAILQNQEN
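HeLa cells stably expressing Vif and C-terminally eYFP-tagged A3G, seeded overnight at 37 deg C, then exposed to compound by pintool overnight at 37 deg C. Rise in yellow fluorescence (Ex 488/Em 500-530, Acumen) marks blocked Vif-driven A3G degradation.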
An asterisk follows results filed as active; ? = inconclusive; & = joins results of further samples. Calls come from the whole dose curve; as a rule, active = well fitted curve in the direction sought with a large enough effect; inconclusive = small, poorly fitted or top-dose-only effect, or another doubt; inactive = no such curve, though single readings can be large; an effect the other way counts as inactive or inconclusive. Potency is the fitted concentration of half-maximal effect. Not all compounds are listed (hit frequency here may not be typical).

Value order – GRP78 ERSR act, Vif-A3G inh
CC1(C(=O)Nc2ccc3c(c2)OCO3)CCN1Cc1cccc2c1OCO2 (stereo unspecified)
    -2%, -1%
C(=C\c1ccnc2ccccc12)/c1ccc(N2CCN(c3ccc(/C=C/c4ccnc5ccccc45)cc3)CC2)cc1
    -3%, 4%
COc1ccc(C(=O)N2CCCCC2c2cc(C(=O)NCc3ccc(F)cc3)no2)cc1 (stereo unspecified)
    -2%, -1%
O=C(Nc1ccc2c(c1)OCO2)c1cc(C2CCCCN2C(=O)c2ccc3c(c2)CCO3)on1 (stereo unspecified)
    -4%, -13%
C=C1NN(Cc2ccccc2)C(=O)N1c1ccc(OCc2ccccc2)cc1
    -3%, -2%
COc1ccc(C(CCN2CCCC(C)C2)c2c(O)cc(OC)cc2OC)cc1 (stereo unspecified)
    -5%, 3%
COc1ccc(S(=O)(=O)N2CCCCC2c2cc(C(=O)Nc3ccccc3Cl)no2)cc1 (stereo unspecified)
    -2%, 1%
CC(=O)Nc1ccc(NC(=O)c2ccccc2Br)cc1
    -4%, -3%
CC(=O)c1ccc(-c2cnc3c(NC=O)cc(-c4cccc(C(=O)N(C)C)c4)cn23)cc1
    -4%, ?
Cc1ccccc1S(=O)(=O)NC(=O)C1(C)CCN1C(=O)Cc1ccc(Cl)cc1Cl (stereo unspecified)
    0%, 0%
CCCNC(=O)C1(C)CCCN(Cc2cc3ccccc3o2)C1 (stereo unspecified)
    -3%, -1%
CN1CCN(C2CN(C3CCCC3)S(=O)(=O)C2)CC1 (stereo unspecified)
    -3%, 0%
CC1=C(C(=O)N(C(C)C)C(C)C)CC(CC(=O)NCCN2CCOCC2)C(=O)N1CCCN1CCCC1=O (stereo unspecified)
    1%, 0%
CN(C)c1ccc(-c2csc(C(C)(O)c3ccc(F)c(F)c3)n2)cc1 (stereo unspecified)
    -1%, -5%
CC(=O)c1cccc(-c2ccnc3c2CC(C(=O)N2CCN(C)CC2)O3)c1 (stereo unspecified)
    -1%, 1%
CCCCN(C)c1c(C)nc2ccc(C(=O)NCc3cccs3)cn12
    -3%, -2%
CCOC(=O)C(=O)N(C)c1c(CC)nc2c(OCc3ccc(OC(F)F)cc3)cccn12
    -2%, 0%
C[C@@H]1[C@H](c2ccccc2)OCCS(=O)(=O)N1Cc1ccc(Cl)cc1
    -4%, 3%
FC(F)(F)c1cc(Cl)c2nc(-c3ccccc3)c(Cc3ccccc3)n2c1
    2%, 0%
CCCCNC(=O)c1nc(C2CCN(S(=O)(=O)c3ccccc3C(F)(F)F)CC2)oc1-c1cccc(C(F)(F)F)c1
    0%, -2%

Structures listed so far that contain a CF3 group (2):
Value order – GRP78 ERSR act, Vif-A3G inh
FC(F)(F)c1cc(Cl)c2nc(-c3ccccc3)c(Cc3ccccc3)n2c1
    2%, 0%
CCCCNC(=O)c1nc(C2CCN(S(=O)(=O)c3ccccc3C(F)(F)F)CC2)oc1-c1cccc(C(F)(F)F)c1
    0%, -2%

Continuation.
Value order – GRP78 ERSR act, Vif-A3G inh
C=C1CCN(C(CC(C)C)C(=O)Nc2ccc(OC)cc2)S(=O)(=O)c2ccccc21 (stereo unspecified)
    -4%, 0%
CCOC(=O)C1(C)CCN1C(=O)COc1ccc(C(C)(C)C)cc1 (stereo unspecified)
    -2%, -3%
C=CCNc1ncnc2c1ncn2[C@H]1CN(Cc2ccco2)C[C@@H](CO)O1
    0%, 1%
Cc1ccc2[nH]c(=O)c(CN(CCO)Cc3nnnn3Cc3ccco3)cc2c1
    -1%, -1%
COc1cc(S(=O)(=O)O)c(C)cc1N=Nc1c(O)ccc2cc(S(=O)(=O)O)ccc12
    -5%, 0%
CCCCN(C)C(=O)c1sc(=O)n(CC(=O)c2ccccc2OC)c1C
    -3%, 1%
COc1ccccc1NC(C)C(=O)c1c(C)[nH]c2ccccc12 (stereo unspecified)
    7%, -3%
Cc1ccc(-c2nc3ccc(Br)cn3c2Cc2ccsc2)cc1
    -1%, -28%
CN(C)c1cccc(CNC(=O)c2csc([C@H]3C[C@H](O)[C@@H](CO)O3)n2)c1
    -3%, 1%
CC1(C(=O)Nc2ccc(Cl)c(Cl)c2)CCN1Cc1ccccc1OC(F)F (stereo unspecified)
    -2%, 1%
C=CCCC(=O)N1C[C@H]2CON(C)[C@H]2C[C@H]1c1ccc(N2CCCCC2)cc1
    -4%, -2%
Cc1noc(C)c1-c1ccc(C(=O)NCc2ccncc2)c2occc12
    12%, 0%
COc1ccc(OC)c(NC(=O)Nc2nc(C(N)c3ccccc3Cl)cs2)c1 (stereo unspecified)
    -4%, -9%
CCOC(=O)N(C)c1c(CC)nc2c(OCc3cc(Cl)cc(Cl)c3)cccn12
    -4%, -6%
COc1ccc(-c2ccc(C(=O)Nc3ccc4c(c3)OCO4)c3occc23)c(C)c1
    3%, 2%
O=[N+]([O-])c1cccc(S(=O)(=O)N2CCN(c3nc(-c4cccs4)nc4ccccc34)CC2)c1
    -3%, -1%
COc1cccc(CNc2nc3cc(-c4ccccc4CO)sc3c(=O)n2C)c1
    -1%, -16%
COc1ccc(NC(=O)c2cc(-c3cc(F)ccc3OC(C)C)n[nH]2)cc1OC
    -2%, -24%
OB(O)c1cc2ccccc2o1
    -1%, -1%
CC(=O)Nc1cccc(-c2ccnc3c2CC(C(=O)Nc2cccnc2)O3)c1 (stereo unspecified)
    -4%, 0%

Of the compounds above, these have bromine.
Value order – GRP78 ERSR act, Vif-A3G inh
CC(=O)Nc1ccc(NC(=O)c2ccccc2Br)cc1
    -4%, -3%
Cc1ccc(-c2nc3ccc(Br)cn3c2Cc2ccsc2)cc1
    -1%, -28%

Later entries:
Value order – GRP78 ERSR act, Vif-A3G inh
O=S1(=O)C[C@H](N2CCN(CC3CC3)CC2)[C@@H](COCc2ccccc2)N1
    -3%, -1%
CCOC(=O)C1=CCN(S(=O)(=O)c2ccc(Cl)cc2)C1c1ccc(C)cc1 (stereo unspecified)
    -3%, -3%
CSc1ccc(Cn2c(C)c(C(=O)NCc3ccco3)sc2=O)cc1
    -2%, -5%
CCOC1=CC2=C(C(=O)C(Cl)=CC2=O)[C@@H]2CN(S(=O)(=O)c3ccc(C)cc3)[C@@H](c3ccccc3)[C@H]12
    -12%, ?
O=S1(=O)CC(N2CCCC2)CN1C1CCCCC1 (stereo unspecified)
    -4%, -1%
CC(C)C[C@H]1CNC(=S)N1C[C@H]1CCCN1C[C@H](CC(C)C)N1C[C@H](Cc2ccc(O)cc2)N(CC2CCCCCC2)C1=S
    -6%, -22%
CCNC(=O)C1CCCN(C(=O)c2ccc(N(C)C)cc2)CC1 (stereo unspecified)
    -2%, -4%
Cc1nc(C(F)(F)F)ccc1C(=O)N1CCCC(C)(C(=O)O)C1 (stereo unspecified)
    0%, 1%
CCO/C(C)=N/Oc1cnc2ccccc2c1
    5%, -2%
COc1ccc(CCNc2ncnc3nc[nH]c23)cc1
    1%, 3%
CC1=C(C(=O)N2CCOCC2)CC(CC(=O)NC2CC2)C(=O)N1CCC1=CCCCC1 (stereo unspecified)
    -4%, 0%
CC(=O)Nc1cc(-c2cccc(C(=O)NCCN(C)C)c2)cn2c(-c3ccc(S(C)(=O)=O)cc3)cnc12
    -2%, -1%
Cc1ccc(Cn2c(C)c(C(=O)NCc3ccc4c(c3)OCO4)sc2=O)cc1
    -2%, -5%
CN(C)c1ccc(/C=C2\C=Cc3ccccc32)c(Cl)c1
    -1%, -18%
CCCC(=O)N1CCCC(c2cc(C(=O)NCc3ccccc3)no2)C1 (stereo unspecified)
    7%, -6%
CCOC(=O)C1CCCN(C(=O)c2cc(C)oc2C)CC1 (stereo unspecified)
    -3%, -2%
COc1ccc(S(=O)(=O)NC(=O)C2(C)CCN2C(=O)Cc2ccccc2Cl)cc1 (stereo unspecified)
    2%, 2%
CCC(=O)N1CCC1(C)C(=O)NCc1ccccc1SC (stereo unspecified)
    -4%, 4%
CC(C)(C)c1ccc(OCCn2c(CCNC(=O)C3CCCCC3)nc3ccccc32)cc1
    -9%, -9%
CCc1nc2c(OCC3CCCCC3)cccn2c1N(C)C(=O)c1ccccc1F
    0%, -2%

Later entries:
Value order – GRP78 ERSR act, Vif-A3G inh
O=C(NC(c1ccc(-c2ccccc2)cc1)c1cnccn1)C1CCN(Cc2cccc(C(F)(F)F)c2)CC1 (stereo unspecified)
    -4%, -10%
CS(=O)(=O)c1ccc(C(=O)OCC(=O)NC(=O)NC2CCCCC2)cc1[N+](=O)[O-]
    -12%, -21%
CCc1nc2ccc(C(=O)NCCC(C)C)cn2c1N(CC)CCOC
    1%, -9%
C=C1CCN(C(CC(C)C)C(=O)Nc2nc3ccc(Cl)cc3s2)S(=O)(=O)c2ccccc21 (stereo unspecified)
    -3%, -5%
CCc1ccc([C@H]2[C@@H]3C(=O)C[C@@H]4C(=O)NC(=O)[C@@H]4[C@@H]3CN2S(=O)(=O)c2ccc(C)cc2)cc1
    -4%, -2%
O=S(=O)(/N=C(/Sc1ccccc1)c1ccccc1)c1ccc(Cl)cc1
    -3%, 0%
O=C(C[n+]1cccc(Br)c1)c1ccc(I)cc1
    3%, -1%
Cn1c(=O)c2c(-c3ccccc3)n(-c3ccccc3Br)cc2n(C)c1=O
    -4%, -11%
CCNC(=O)C1CCCN(C(=O)c2ccc(OC)c(OC)c2)CC1 (stereo unspecified)
    -2%, -1%
O=C(Nc1ccc2c(c1)OCO2)C1Cc2c(-c3ccc(Cl)cc3)ccnc2O1 (stereo unspecified)
    -3%, -23%
CCc1nc2ccc(C(=O)N3CCN(S(=O)(=O)CC)CC3)cn2c1N(C)CCC(C)C
    3%, -1%
CCCCN(C)c1c(C)nc2ccc(C(=O)NC3CCN(C)CC3)cn12
    -3%, 5%
Cn1c(=O)c2cc(NC(=O)CCc3ccc4c(c3)OCO4)ccc2n1Cc1ccc(F)cc1
    -1%, -16%
CC(C)(C)c1ccc(C(=O)N2CCC2(C)C(=O)Nc2cccc3ncccc23)cc1 (stereo unspecified)
    -4%, -5%
Cc1ccc2oc(-c3ccc(C)c(NC(=O)COc4ccccc4C)c3)nc2c1
    5%, 1%
CC(C)CC(N)c1csc(NC(=O)Nc2ccccc2Cc2ccccc2)n1 (stereo unspecified)
    -10%, -21%
CC(=O)c1cccc(-c2ccnc3c2CC(C(=O)Nc2ccc(F)c(Cl)c2)O3)c1 (stereo unspecified)
    -3%, -2%
O=C(NCc1cc(Cl)cc(Cl)c1)c1ccc2sc([C@H]3C[C@H](O)[C@@H](CO)O3)nc2c1
    -4%, -12%
Cc1ccccc1C(=O)N1CCC1(C)C(=O)NC(C)C (stereo unspecified)
    0%, 1%
CC1(C(=O)NS(=O)(=O)c2ccccc2)CCN1C(=O)COc1ccc(Cl)cc1 (stereo unspecified)
    0%, -5%

Continuation.
Value order – GRP78 ERSR act, Vif-A3G inh
CNc1cncc(-c2ccoc2)n1
    -2%, -2%
OC(c1ccc(F)cc1)c1ncc(-c2cccc(C(F)(F)F)c2)[nH]1 (stereo unspecified)
    0%, -11%
Cc1ccc(-c2nc(=Nc3c(C)cc(C)cc3C)sn2-c2ccccc2)cc1
    -3%, -6%
OC[C@H]1O[C@@H](c2nc(-c3ccccc3Br)no2)[C@H](O)[C@@H]1O
    -1%, -2%
COc1ccc(C2CC(c3ccccc3)Oc3cc(OC)ccc32)cc1 (stereo unspecified)
    -2%&-4%, 1%&-3%
COc1ccc(NC(=O)[C@@H]2CC=C[C@@H]3CCN(C4CC4)C(=O)[C@@H]32)cc1
    -3%, 1%
CC1(C(=O)NCc2cccc3ccccc23)CCN1Cc1ccccc1OC(F)F (stereo unspecified)
    -4%, -4%
C=CCn1c(SC(C)C#N)nc2ccccc2c1=O (stereo unspecified)
    -3%, 0%
Nc1c(Br)cc(C=O)cc1Br
    -4%, 2%
CCCC(=O)Nc1c(-c2ccccc2)[nH][nH]c1=O
    -1%, -3%
CSCCC(C(=O)Nc1c(C)cccc1C)N1CCC(Cc2ccccc2)CC1 (stereo unspecified)
    -2%, -1%
Cc1ccc(CNC(=O)c2[nH]c(C(F)(F)F)nc2-c2ccccc2)cc1
    -5%, -1%
Clc1cccc(Cc2c(-c3cccc(Cl)c3)nc3ccc(Cl)cn23)c1
    -1%, -5%
CC1CC=CC2C1C(=O)N(Cc1ccccc1)C2c1ccc2ccccc2c1Br (stereo unspecified)
    ?, -18%
CCc1nc2ccc(C(=O)NCCOc3ccc(OC)cc3)cn2c1N(CCN(C)C)CC1CC1
    -5%, 1%
c1cnc2c(-c3cccc4nccn34)cccc2c1
    -4%, -2%
CC(=O)c1cccc(NC(=O)c2cccc3c(-c4cccc(C(N)=O)c4)coc23)c1
    -8%, -17%
Cc1ccc(S(=O)(=O)N2C[C@H]3[C@H]4C(=O)N(Cc5ccccc5)C(=O)[C@H]4CC(=O)[C@H]3[C@@H]2c2ccccc2)cc1
    -4%, 2%
c1cnc2c(-c3ccc4nccn4c3)cccc2c1
    -1%, -5%
COc1ccc(-c2nc(NCCN(C)C)nc3ccsc23)c(C)c1
    1%, 0%
CC1(C(=O)Nc2cccc(C#N)c2)CCN1C(=O)c1ccccc1CCc1ccccc1 (stereo unspecified)
    -3%, 0%
